# Compound activity from PubChem BioAssay.
# Granule exo inh: LAMP-1 surface exposure blockers, TALL-104 cells – cell-based, flow cytometry, MLPCN library, primary screen; 360,000 compounds, 0.66% hits; TALL-104 LAMP-1 surface exposure; cells stimulated with thapsigargin and PMA; inhibition, % at 10 µM;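 active means inhibition above about 55%, limit read from the data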
# aDG glyco act: activators of alpha-DG glycosylation, primary screen, uHTS, Pro5-aDG cells, AlphaScreen | AID 624168, 2012 | alpha-DG glycosylation AlphaScreen (IIH6); 0% Pro5, 100% B10-LARGE cell signal | 360,000 compounds, 0.22% hits | activation, % at 10 µM;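 active means activation of at least 8% versus controls, or a plate z-score of at least 8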;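 further: Pro5 are CHO cells carrying HIG-tagged alpha-DG that lacks glycosylation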
# Cardio protect: cardioprotection against H2O2-induced cell death, primary screen, uHTS, H9c2 cells, ATPLite luminescence; 360,000 compounds, 0.63% hits; H9c2 cardiomyocytes, H2O2 injury protection, 2 h; protection from H2O2 cell death, % at 20 µM;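 active means compounds giving at least 50% protection of heart cells from peroxide-induced death in the single-dose screen, raw or plate-pattern-corrected value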;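 further: 0% = DMSO wells with peroxide and 100% = DMSO wells without peroxide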
# MC4R ag barr: MC4R agonists recruiting beta-arrestin, primary screen, cell-based, luminescence, agonist arm of biased-ligand search. U2OS MC4R beta-arrestin complementation; percent of melanotan II response, DMSO zero. 360,000 compounds, 0.98% hits. AID 540308, 2011. activation, % at 8.9 µM;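 active means activation above a per-plate cutoff, the mean activation of sample wells on that plate plus 3 SD, cut at about 8% in these data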
# Target sequence (P32245 whole entry, looked up): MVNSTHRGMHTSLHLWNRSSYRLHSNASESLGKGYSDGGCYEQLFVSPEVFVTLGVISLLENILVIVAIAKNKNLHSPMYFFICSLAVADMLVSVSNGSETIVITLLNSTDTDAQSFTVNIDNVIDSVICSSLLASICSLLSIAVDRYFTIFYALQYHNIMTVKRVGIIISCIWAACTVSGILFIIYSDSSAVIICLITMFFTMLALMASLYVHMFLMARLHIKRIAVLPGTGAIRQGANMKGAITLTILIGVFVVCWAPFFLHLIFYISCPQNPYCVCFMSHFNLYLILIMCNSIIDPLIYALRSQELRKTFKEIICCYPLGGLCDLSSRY
# N-glyco inh: increase of ERlucT glycosylation luciferase signal, primary screen, N-linked glycosylation inhibitor project, D54 ERlucT cells, luminescence, set 2 | AID 588692, 2011 | D54 ERlucT glycosylation luciferase reporter, 24 h; percent of 100 nM tunicamycin response | 360,000 compounds, 0.23% hits | reporter increase, % at 12.5 µM;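 active means mean luciferase reporter signal, scaled so untreated is 0 and the glycosylation-blocking control 100, at or above a set limit in every replicate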;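 further: luciferase carries N-glycosylation sites so blocking glycosylation raises the light; 0% = median of neutral control wells and 100% = median of 100 nM tunicamycin wells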
# HTR2A ag: mouse Htr2a agonists via beta-arrestin recruitment, primary screen, cell-based, luminescence | CHO-K1 mHTR2A beta-arrestin complementation; percent of 30 µM serotonin response | 360,000 compounds, 0.66% hits | 5-hydroxytryptamine receptor 2A (Mus musculus), P35363 | AID 624169, 2012 | activation, % at 7.6 µM;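 active means activation above a run cutoff, the mean activation of all tested compounds plus 3 SD, cut at about 14% in these data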;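 further: 0% = plate median of compound wells and 100% = 30 µM serotonin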
# Target sequence (P35363 whole entry, looked up): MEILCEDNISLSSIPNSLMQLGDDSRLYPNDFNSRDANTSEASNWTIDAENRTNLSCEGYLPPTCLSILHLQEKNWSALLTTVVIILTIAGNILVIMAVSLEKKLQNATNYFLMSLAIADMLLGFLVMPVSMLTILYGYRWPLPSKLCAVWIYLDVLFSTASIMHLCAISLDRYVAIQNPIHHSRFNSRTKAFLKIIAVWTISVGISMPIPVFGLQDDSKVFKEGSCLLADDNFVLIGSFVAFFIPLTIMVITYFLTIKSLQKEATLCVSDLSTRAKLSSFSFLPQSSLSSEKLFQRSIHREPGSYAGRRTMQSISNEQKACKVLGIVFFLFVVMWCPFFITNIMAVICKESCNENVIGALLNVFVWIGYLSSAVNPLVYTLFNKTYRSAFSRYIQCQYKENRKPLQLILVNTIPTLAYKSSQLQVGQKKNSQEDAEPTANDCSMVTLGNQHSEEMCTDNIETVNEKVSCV
# hiPSC survival: enhancers of single-cell hiPSC survival, primary screen, ATPlite luminescence; 360,000 compounds, 0.044% hits; 100% = ROCK inhibitor wells, 0% = DMSO; AID 602274, 2012; survival enhancement, % at 20 µM; in the data active means survival enhancement above about 18%;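 further: cells exposed to compounds for 16 hours before the ATP read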
# MC4R antag cAMP: MC4R antagonists of cAMP signaling, primary screen, cell-based, TR-FRET, antagonist arm of biased-ligand search; Melanocortin receptor 4 (Homo sapiens), P32245; MC4R-expressing cells, MTII-stimulated cAMP, LANCE TR-FRET; inhibition, % at 6.5 µM; 360,000 compounds, 0.48% hits;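 active means inhibition above its plate's cutoff, the mean of tested wells on that plate plus 3 SD, cut at about 29% in these data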;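 further: 0% = Melanotan II alone and 100% = Melanotan II plus saturating MCL0020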
#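 System: U2OS cells stably expressing human melanocortin 4 receptor (MC4R). Reagent: Melanotan II challenge after compound preincubation. Doses: 6.5 µM. Times: 30-min compound, 1-h challenge, 1-h detection, room temperature. Measured by: TR-FRET with Eu-cAMP and labeled anti-cAMP, 671 nm. Replicates: singlicate.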
# ABHD5 PLIN5 PPI: ABHD5-PLIN5 interaction inhibitors, primary screen, cell lysate, split luciferase complementation, luminescence. Perilipin-5 (Homo sapiens) + 1-acylglycerol-3-phosphate O-acyltransferase ABHD5 (Homo …. Split G. princeps luciferase complementation, 4 h. inhibition, % at 4 µM. 360,000 compounds, 0.78% hits. AID 602281, 2012;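 active means inhibition above the mean inhibition across every tested compound plus 3 SD, cut at about 22% in these data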;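 further: 0% = DMSO only wells and the 100% control is not disclosed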
# ABCB6 inh MLPCN: ABCB6 transporter inhibitors, primary screen, K562-ABCB6 cells, flow cytometry, MLPCN library | ATP-binding cassette sub-family B member 6 (Homo sapiens), Q9NP58 | K562-ABCB6 porphyrin accumulation, 1 h; active compounds read low | fluorescence ratio to DMSO, % at 10 µM | 360,000 compounds, 0.19% hits | AID 602162, 2011;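 active means fluorescence ratio to DMSO below 75%, the collection mean minus 3 SD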;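 further: signal is porphyrin accumulated inside mitochondria; 100% equals median channel fluorescence of DMSO control wells; lower ratio means ABCB6 inhibition with less porphyrin fluorescence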
# Active calls of the source: *; / = no result given.
SMILES,Granule exo inh,aDG glyco act,Cardio protect,MC4R ag barr,N-glyco inh,HTR2A ag,hiPSC survival,MC4R antag cAMP,ABHD5 PLIN5 PPI,ABCB6 inh MLPCN
O=c1c2ccccc2oc2cc(OCc3ccc(F)cc3)cc(O)c12,-12,-0.1,-5,-0.2,-2,0,-0.6,3,6,96
CCCCOC(=O)C1=C(C)Nc2ncnn2C1c1cc(OC)c(OC)cc1OC (stereo unspecified),0,0.0,-2,-2.3,1,2,2.5,-6,1,85
Cc1cc(C)cc(N2CN=c3s/c(=C\c4ccco4)c(=O)n3C2)c1,-2,-0.3,-2,-1.2,3,2,-1.4,-13,7,106
CC(=O)Nc1ccc(NC(=O)C(C)OC(=O)CNS(=O)(=O)c2ccc(Br)cc2Cl)cc1 (stereo unspecified),-7,0.0,-2,1.3,1,1,-0.2,15,6,105
CC(=O)Nc1ccc(NC(=O)C2(C)Cc3c(-c4ccc5c(c4)OCO5)ccnc3O2)cc1 (stereo unspecified),-9,0.0,3,-0.1,0,9,0.1,22,4,98
Cc1ccc(-c2nc(CS(=O)(=O)CC(=O)N3CCOCC3)c(C)o2)cc1,-1,0.0,0,-2.9,4,4,0.4,-4,-6,101
Cc1cc(F)ccc1S(=O)(=O)N(C(=O)c1ccncc1)c1ccc(OC(=O)c2ccncc2)cc1,-1,0.2,17,0.4,-1,-7,-0.4,-6,3,86
Cc1ccc(S(=O)(=O)NCc2ccccc2NS(=O)(=O)c2ccc(C)cc2)cc1,-10,0.3,/,/,/,-8,/,/,0,/
O=C(COc1ncnc2ccccc12)NCCc1ccc(F)cc1,-4,-0.1,-3,-0.6,-1,-3,0.2,-3,2,112
COc1cccc(C2CN(c3ccc(F)cc3F)N=C2c2cccs2)c1OC (stereo unspecified),6,2.5,-1,0.1,-2,-4,-1.8,16,-14,93
CCOC(=O)c1c(NC(=O)c2cccs2)sc2c1CCN(C(=O)OCC)C2,83*,0.0,3,-1.5,1,-3,-1.6,10,7,96
O=C(Cc1ccccc1)NCCSCc1ccco1,-8,-0.1,4,-1.0,0,0,2.0,6,4,105
Cc1cccc(N2CC3=C(C2=O)C(c2ccccc2)NC(=O)N3C)c1 (stereo unspecified),0,0.3,12,-1.1,1,7,-1.0,18,5,92
CCN(CC)C(=O)c1sc2nc(-c3ccncc3)[nH]c(=O)c2c1C,0,-0.4,15,-1.4,1,-3,-2.2,3,7,98
O=C1CSCC(=O)N1c1ccccc1,0,1.4,12,0.2,0,-1,-0.5,3,3,106
CCCc1ccc(-c2csc(NC(=O)Cc3cccs3)n2)cc1,-3,0.9,-22,3.9,-3,0,-1.1,3,-8,99
FC(F)Oc1ccc(NC(=S)NCc2ccccc2)cc1Cl,0,-0.1,-15,-1.9,-5,1,-4.2,7,-9,105
Cc1ccc(CNC(=O)C2CC(c3ccccc3[N+](=O)[O-])=NO2)cc1 (stereo unspecified),4,-0.2,7,0.3,0,-3,-2.2,-6,-4,97
COc1cc(/C=N/NC(=O)C(Cc2c[nH]c3ccccc23)NC(=O)OCC(C)C)cc([N+](=O)[O-])c1O (stereo unspecified),8,-0.2,14,3.9,4,0,1.2,4,-3,109
COc1cc(-c2nc(-c3ccccc3)c(-c3cccs3)[nH]2)cc(OC)c1O,2,-0.1,32,-2.1,25,-1,1.0,3,-2,97
Cc1ccc(C)c(N2CCN(C(=O)C3CCN(S(=O)(=O)c4c(C)noc4C)CC3)CC2)c1,-1,1.6,-6,-0.2,-3,10,1.1,4,4,95
Cc1ccc(NCC(=O)N/N=C/c2ccc(OC(=O)c3ccco3)cc2)cc1,13,-0.1,7,1.0,1,0,-1.1,2,-2,103
COc1ccc(C2C=C(c3ccc(C)c(C)c3)Nc3ncnn32)c(OC)c1OC (stereo unspecified),-1,0.2,11,1.5,13,1,1.2,11,-9,98
CCc1cc2ccc(C)cc2nc1SCC(=O)Nc1c[nH]c(=O)[nH]c1=O,-1,0.0,3,-1.2,0,4,1.0,0,2,101
C=CCc1ccc(OCCOCCOc2cccc3cccnc23)c(OC)c1,3,0.5,-6,-1.2,1,-3,0.4,2,4,95

# More compounds
SMILES,Granule exo inh,aDG glyco act,Cardio protect,MC4R ag barr,N-glyco inh,HTR2A ag,hiPSC survival,MC4R antag cAMP,ABHD5 PLIN5 PPI,ABCB6 inh MLPCN
C#CCNc1c2c(nc3nnnn13)CCCC2,7,-0.1,4,-2.2,1,-2,0.5,3,-3,101
COc1ccc(-n2c(=O)[nH]cc(C(=O)Nc3ccc(NC(C)=O)cc3)c2=O)cc1,0,0.3,0,2.3,4,3,-1.7,5,-3,100
CC(C)[C@H](NC(=O)N1CC(=O)Nc2ccccc21)C(=O)Nc1nccs1,0,0.2,1,-0.8,2,10,0.2,-1,2,97
CCN(CC)S(=O)(=O)c1ccc(C(=O)OCC(=O)c2ccc3c(c2)NC(=O)CO3)cc1,0,0.0,-8,0.6,-1,1,0.3,9,-6,91
c1ccc(Cc2nc(-c3ccccn3)no2)cc1,-8,-0.4,-9,-0.7,-3,-1,0.7,20,-1,102
COc1cccc(NC(=O)CN(C)C(=O)Cn2[nH]c(=O)c3ccccc3c2=O)c1,0,-0.1,40,-2.9,-2,6,-0.4,-1,-2,101
Cn1cnnc1SCc1ccc(C(=O)N/N=C(\CCC(=O)O)c2ccc(C(C)(C)C)cc2)cc1,0,-0.1,0,-1.9,2,0,-0.8,6,2,94
O=C(COc1cc2oc(=O)cc(-c3ccccc3)c2cc1Cl)NCC1CCC(C(=O)O)CC1 (stereo unspecified),5,-0.3,-2,-0.5,-3,-2,1.1,8,1,92
O=C(O)CNS(=O)(=O)Cc1ccccc1,-1,-0.1,0,1.4,0,0,0.5,-9,-5,102
O=C(Nc1nccs1)c1cccc(S(=O)(=O)N2CCCC2)c1,-4,0.0,0,-3.0,3,9,-0.2,-4,0,93
COc1ccccc1NC(=O)C(Cc1ccc(Cl)cc1)c1nn[nH]n1 (stereo unspecified),2,-0.1,4,0.4,3,1,4.6,8,-8,99
CC1(C2CC2)NC(=O)N(CC(=O)N2CCN(c3ccccc3Cl)CC2)C1=O (stereo unspecified),6,-0.1,3,-1.2,-1,2,-0.5,-1,-5,100
COc1cc(C)c(C)cc1S(=O)(=O)N1CCCc2ccccc21,-1,-0.2,-6,-1.1,-6,-1,0.2,6,3,103
Clc1ccccc1/C=N/Nc1cc(N2CCOCC2)ncn1,0,-0.1,-8,0.4,5,4,-0.7,10,9,97
O=C(O)C1Cc2ccccc2CN1S(=O)(=O)c1ccccc1 (stereo unspecified),-1,0.0,0,-0.6,0,-1,0.0,15,-1,97
C=CCN1C=C2C(=O)C(C)(OC(=O)CCC(=O)OC)C(=O)C(Br)=C2C=C1c1ccc(OC)cc1 (stereo unspecified),2,2.0,1,-1.4,3,2,-1.1,-1,-22,101
O=C(COc1ccccc1)Nc1ccccc1N1CCN(c2ccccc2)CC1,0,0.1,16,-2.6,-4,-4,-1.6,-3,10,97
Cc1ccc2c(c1)C(c1ccccc1)N(C(=O)c1ccc(S(=O)(=O)N3CCOCC3)cc1)CC(=O)N2 (stereo unspecified),-2,-0.1,-4,3.3,0,3,3.6,12,-3,89
O=c1[nH]cc(S(=O)(=O)N2CCOCC2)c(=O)[nH]1,-3,-0.1,2,-1.4,3,-3,0.1,2,-3,100
CCOC(=O)C1(C)CCCN(C(=O)C(c2ccccc2)c2ccccc2)C1 (stereo unspecified),-2,-0.1,0,-1.7,0,-4,7.5,11,-2,106
O=C1CSC(c2ccncc2)N1Cc1ccco1 (stereo unspecified),6,-0.1,-5,-2.1,3,10,-2.2,0,2,106
CC(C)NC(=O)N1CC(c2ccccc2)C(c2ccc(Cl)cc2)=N1 (stereo unspecified),3,-0.1,-1,-0.4,-2,-2,-0.2,9,11,97
Cc1cc(NC(=O)CSCC(=O)Nc2nc3c(C)cccc3s2)no1,-1,-0.3,-2,-0.9,4,0,-0.5,5,-3,92
Cc1nc2c(C)cccn2c1/C(O)=C1\C(=O)C(=O)N(CCN(C)C)C1c1ccccc1 (stereo unspecified),-2,0.1,-1,2.5,0,3,0.0,15,2,97
O=C(Nc1ccc(OC(F)(F)F)cc1)C1CCCN(S(=O)(=O)c2cnc[nH]2)C1 (stereo unspecified),2,0.1,-4,-1.8,2,7,-0.1,4,5,98

# Looked up by compound from the list above:
SMILES,Granule exo inh,aDG glyco act,Cardio protect,MC4R ag barr,N-glyco inh,HTR2A ag,hiPSC survival,MC4R antag cAMP,ABHD5 PLIN5 PPI,ABCB6 inh MLPCN
Cc1nc2c(C)cccn2c1/C(O)=C1\C(=O)C(=O)N(CCN(C)C)C1c1ccccc1 (stereo unspecified),-2,0.1,-1,2.5,0,3,0.0,15,2,97
c1ccc(Cc2nc(-c3ccccn3)no2)cc1,-8,-0.4,-9,-0.7,-3,-1,0.7,20,-1,102
CCOC(=O)C1(C)CCCN(C(=O)C(c2ccccc2)c2ccccc2)C1 (stereo unspecified),-2,-0.1,0,-1.7,0,-4,7.5,11,-2,106
CC(C)[C@H](NC(=O)N1CC(=O)Nc2ccccc21)C(=O)Nc1nccs1,0,0.2,1,-0.8,2,10,0.2,-1,2,97

# (more compounds)
SMILES,Granule exo inh,aDG glyco act,Cardio protect,MC4R ag barr,N-glyco inh,HTR2A ag,hiPSC survival,MC4R antag cAMP,ABHD5 PLIN5 PPI,ABCB6 inh MLPCN
CNS(=O)(=O)c1ccc(NC(=O)C2CC(=O)N(c3ccc(Cl)cc3)C2)cc1 (stereo unspecified),-1,-0.5,-5,3.7,1,-1,7.5,-4,11,94
CCOc1ccc(C(=O)CN2C(=O)NC3(CCCc4ccccc43)C2=O)cc1 (stereo unspecified),8,-0.3,11,-2.1,-2,5,-2.0,7,-7,94
COc1cccc(CSc2nc3ccccc3[nH]2)c1,-12,0.9,-17,-1.2,-1,4,-2.2,4,-2,97
CC1(c2ccccc2)NC(=O)N(CC(=O)NNC(=O)c2ccccc2F)C1=O (stereo unspecified),-2,-0.3,10,-3.7,3,3,-0.4,2,10,98
Cc1ccc2oc(-c3ccc(C)c(NC(=S)NC(=O)c4cccs4)c3)nc2c1,4,-0.3,-14,4.3,-1,1,-4.3,6,-9,99
O=C(O)CCc1ccc(-c2ccccc2)n1CC(=O)O,-1,-0.3,7,-1.1,2,1,2.4,9,0,101
O=S(=O)(c1ccccc1)N1CCCCC1CCc1ccccc1 (stereo unspecified),-4,0.1,-11,2.6,-2,0,-3.3,14,4,98
Cc1ccc(Cc2c(-c3ccc(C)cc3)nc3ccc(Br)cn23)cc1,10,0.3,-14,1.7,-2,0,-0.3,-4,-10,102
